FUS yeast rescue – suppressors of FUS proteinopathy in yeast; S. cerevisiae FUS-expressing, growth rescue, OD600, 24 h; Potency, µM (doses to about 76.6 µM), without a hit: at the highest dose growth rescue (activation), actives largely listed as activators; 390,000 tested, 0.24% active; AID 1347120;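 also: potency is read from the fitted curve at half-maximal effect; plate controls were DMSO vehicle for no effect and reference control for full effect; nearly all actives have a fitted effect of over 55% in size; some results filed as inactive show a strong effect at the top dose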
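Toxicity suppression screen in FUS-yeast. Cells induced with 2% galactose, starting OD 0.005, treated 24hr at 30C with compounds at multiple final concentrations; growth by OD600.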
TDP-43 yeast inh – inhibitors of TDP-43 toxicity in yeast; TDP-43 expressing yeast growth rescue, BacTiter-Glo, 24 h; Potency, µM (top dose mostly 46.1 µM), for the others: at the top dose growth rescue (activation), most hits filed as activators; 410,000 tested, 1.8% active; also: potency is read from the fitted curve at half-maximal effect; % of control where 0% means no effect; nearly all actives have a fitted effect of over 50% in size
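Readout is BacTiter-Glo luminescence of cell growth, so inhibitors register as activators. TDP-43-expressing yeast at OD600=0.02 in galactose medium, after raffinose pregrowth to mid-log, were incubated with compound for 24 hr at 30 deg C.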
DRD3 antagonist – D3 dopamine receptor (human) antagonism | 360,000 tested, 2.5% active | max response, negative = inhibition, % | AID 652054 | D3R cells, DiscoveRx beta-arrestin luminescence, antagonist mode; hits give low values; in the data active = max response below about -50%; inconclusive = no clear call, values can overlap the other calls; also: % is scaled to controls: 0 for no effect and ±100 for the full control effect; mostly tested at two doses, the higher about 12 µM
Target sequence (P35462 whole entry, looked up): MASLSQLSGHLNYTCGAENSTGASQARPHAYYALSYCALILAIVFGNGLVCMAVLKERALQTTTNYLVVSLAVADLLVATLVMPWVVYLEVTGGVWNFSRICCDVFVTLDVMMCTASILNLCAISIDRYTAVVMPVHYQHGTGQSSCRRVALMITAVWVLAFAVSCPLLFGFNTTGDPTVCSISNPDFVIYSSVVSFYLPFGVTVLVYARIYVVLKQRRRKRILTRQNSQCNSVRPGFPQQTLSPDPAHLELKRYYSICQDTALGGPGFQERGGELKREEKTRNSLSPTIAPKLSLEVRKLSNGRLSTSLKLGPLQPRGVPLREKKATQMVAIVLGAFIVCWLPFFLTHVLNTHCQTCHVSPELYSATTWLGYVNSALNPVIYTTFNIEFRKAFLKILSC
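Cells plated overnight at 1500 cells/well, then exposed to library compounds with dopamine controls for 90 minutes at 37 degrees C. DiscoveRx reagent added for 30–60 minutes at room temperature; luminescence read, quantitative HTS format.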
Akt phos inh – Akt phosphorylation inhibition | Neuro2A IGF-stimulated pAkt S473 HTRF, 20 min; hits give low values | activity change, % for hits at 50 µM | 360,000 tested, 0.32% active | AID 651550; in the data active = activity change below about -80%; inconclusive = mostly about -51% to -80%; also: % is scaled to controls: 0 for no effect and ±100 for the full control effect
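Single-point screen (50 µM final compound) in Neuro2A cells stimulated 20 min with 6 nM IGF at 37 deg C. After lysis, Ser473-phosphorylated Akt read by HTRF (ex 330 nm, em 615/665 nm) as the 665/615 ratio.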
PTHR1 ag – agonists of human PTHR1 parathyroid hormone receptor | Q03431 | HEK293 GP2 PTHR1 cells, GloSensor cAMP luminescence, 1 h | Potency, µM (titrated, usually from 115 µM), inactives show at the highest dose activation, most hits filed as activators | 410,000 tested, 0.075% active | AID 743266; also: potency is read from the fitted curve at half-maximal effect; nearly all actives have a fitted effect of over 55% in size; some results filed as inactive show a strong effect at the top dose; inactives centre near -15; many of its hits are not listed in these tables
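HEK-293-derived GP2 cells expressing PTHR1 and a GloSensor cAMP reporter, 3,000/well, plated overnight, given luciferin plus IBMX (each 0.5 mM as added) for 1 h at 37 °C, then compound for 1 h at 37 °C. Luminescence was read after 15 min at room temperature.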
Abeta rescue – A-beta toxicity reversal in yeast. yeast expressing A-beta42, growth rescue, OD600, 48 h; response scale: 0% DMSO, 100% iron-clioquinol control. Potency, µM (highest dose often 46.1 µM), for inactives: at the highest dose growth rescue, usual class: activators. 410,000 tested, 0.063% active; also: potency is read from the fitted curve at half-maximal effect; nearly all actives have a fitted effect of over 55% in size
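Yeast growth medium received pinned compounds, then yeast cells expressing toxic A-beta were added; plates incubated at 30 C for 48 hr. Growth read as absorbance at 600 nm, normalized to DMSO and equimolar FeCl3 plus clioquinol controls.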
GLP-1R inv ag – GLP-1 receptor (human) inverse agonism | P43220 | HEK293 GLP-1R CRE-luciferase, luminescence, 24 h; GLP-1R form is constitutively active | Potency, µM (doses to about 38.3 µM), without a hit: at the top dose activity change, negative = inhibition, hits mostly inhibitors | 410,000 tested, 1.6% active | AID 624417; also: potency is read from the fitted curve at half-maximal effect; % is scaled to controls: 0 for no effect and ±100 for the full control effect; nearly all actives have a fitted effect of over 55% in size
Target sequence (P43220 whole entry, looked up): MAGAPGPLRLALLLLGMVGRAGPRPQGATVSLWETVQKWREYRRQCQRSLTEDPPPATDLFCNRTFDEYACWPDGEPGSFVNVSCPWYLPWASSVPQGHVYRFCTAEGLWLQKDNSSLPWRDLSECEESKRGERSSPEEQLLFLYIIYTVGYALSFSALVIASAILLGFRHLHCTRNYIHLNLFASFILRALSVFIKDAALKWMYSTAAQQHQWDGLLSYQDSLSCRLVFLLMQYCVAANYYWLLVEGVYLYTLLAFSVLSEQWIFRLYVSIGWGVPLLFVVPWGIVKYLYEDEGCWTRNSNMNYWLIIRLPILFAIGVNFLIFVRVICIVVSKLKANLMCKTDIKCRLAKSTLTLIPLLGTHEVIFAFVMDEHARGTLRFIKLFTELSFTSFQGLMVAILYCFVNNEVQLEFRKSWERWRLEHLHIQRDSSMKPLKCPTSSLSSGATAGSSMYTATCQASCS
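Assay principle: reduced luminescence from a cAMP-responsive reporter in HEK293 cells co-expressing a constitutively active GLP-1R. Conditions: 24 hr compound incubation, 37 deg C, 5% CO2.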
GLP1R ag – activates the human GLP-1 receptor. 380,000 tested, 0.007% active. P43220. Potency, µM (top dose mostly 45.6 µM), for inactives: top-dose activation, actives largely listed as activators. HEK293 GLP-1R CRE-luciferase, luminescence, 4-6 h; cells express a hypersensitive GLP-1R form; also: potency is read from the fitted curve at half-maximal effect; % of control where 0% means no effect
aSyn yeast inh – inhibitors of alpha-synuclein toxicity in yeast | Potency, µM (highest dose often 46.1 µM), for inactives: top-dose growth rescue (activation), usual class: activators | AID 652106 | 370,000 tested, 0.14% active | Yeast expressing alpha-synuclein, growth rescue, BacTiter-Glo, 24 h; also: potency is read from the fitted curve at half-maximal effect; % of control where 0% means no effect; nearly all actives have a fitted effect of over 65% in size
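Rescue of yeast growth: cells expressing toxic alpha-synuclein, induced in galactose at OD600 0.02, incubated with compound 24 h at 30 C. ATP luminescence quantified growth; inhibitors of toxicity appear as activators.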
* marks the source's active call; other numbers are inactive results; i = inactive; ? = inconclusive; / = not tested or not shown; [ ] = dose if it differs, or a comment. Unless noted, calls follow the shape of the dose curve; as a rule, active = well fitted curve in the direction sought with a large enough effect; inconclusive = small, poorly fitted or top-dose-only effect, or another doubt; inactive = no such curve, though single readings can be large; an effect the other way counts as inactive or inconclusive.

compound	TDP-43 yeast inh	Abeta rescue	FUS yeast rescue	aSyn yeast inh	PTHR1 ag	GLP1R ag	Akt phos inh	DRD3 antagonist	GLP-1R inv ag
Cc1ccc(NC(=O)c2ccc3c(c2)NC(=O)c2ccccc2S3)c(Cl)c1	15%	4%	26%	/	-48%[inhibitor]	/	/	/	?
COC(=O)C[C@@H]1CC[C@@H](NS(=O)(=O)c2ccc(F)cc2)[C@@H](CO)O1	13%	-6%	-9%	0%	-20%	/	i	10	-4%
COc1cc(NS(=O)(=O)c2ccc(NC(=S)NC(=O)/C=C/c3ccco3)cc2)ncn1	-18%	10%	34%	-3%	-17%	0%	i	-7	4%
N#CCCn1c(=S)[nH]c2ccccc21	7%	6%	13%	-3%	i	-2%	i	-4	9%
CN1CCc2c(sc3c2C(=O)NC(c2ccco2)N3)C1 (stereo not given)	26%	12%	23%	1%	-20%[57.5 µM]	-7%	i	17	0%
COc1ccc(-n2c(SCC(=O)Nc3ccc([N+](=O)[O-])cc3OC)nc3ccccc32)cc1	-9%	-3%	17%	0%	i	0%	i	3	-4%
CC(NC(=O)c1ccccc1)C(=O)OCn1nnc2ccccc2c1=O (stereo not given)	30%	-2%	2%	-2%	?	-6%	i	-4	6%
CC1=C(C(=O)OCC2CCCCC2)C(c2cccc(Cl)c2Cl)CC(=O)N1 (stereo not given)	16%	0%	-15%	/	i	0%	/	/	21%
Cc1ccccc1C(=O)Nc1ccnc(-c2ccncc2)n1	13%	4%	-42%	2%	22%	-3%	i	2	6%
O=C(NCCn1c(C(F)(F)F)nc2cc(C(F)(F)F)ccc21)[C@H]1CCCN1c1nc(CN2CCCCC2)cs1	-13%	-3%	-8%	1%	-5%	2%	i	0	11%
COc1ccc(CCNC(=O)CCCn2c(=O)c3ccccc3n(Cc3ccccc3C)c2=O)cc1OC	0%	0%	-3%	/	-25%	1%	/	/	14%
O=C1CCCN1CCC(=O)N1CCCC(N2CCN(c3ccccc3F)CC2)C1 (stereo not given)	-12%	5%	-1%	-1%	-5%	0%	i	-6	12%
CC1(C)OC(=O)C(=CNC(CO)C(=O)O)C(=O)O1 (stereo not given)	0%	-18%	20%	-2%	i	-2%	i	13	2%
COc1cccc(C(=O)Nc2ncc3c(n2)CC(c2ccc(OC)cc2OC)CC3=O)c1 (stereo not given)	28%	-20%	?	16%	i	5%	/	?	6%
COc1ccc(C(=O)NNS(=O)(=O)c2ccc(OC)cc2)cc1	21%	6%	?	1%	0%	3%	i	22	12%
O=C(Cc1ccc(Cl)cc1)NCC(c1cccs1)S(=O)(=O)c1ccc(F)cc1 (stereo not given)	35µM*	7%	?	/	i	/	/	/	?
Cc1ccc2c(c1)C(=O)CC(O)(C(F)F)O2 (stereo not given)	9%	-6%	-31%	-1%	-46%	2%	i	2	11%
Cc1nn(-c2ccccc2)c(C)c1/C=N/NC(=O)c1cc(C2CC2)[nH]n1	16%	-6%[9.22 µM]	-26%	9%	-4%	29%	i	-2	34%[activator]
Cc1occc1-c1nnc(SCC(=O)Nc2ccc3c(c2)OCO3)n1CC1CCCO1 (stereo not given)	3%	10%	17%	9%	i	10%	i	-11	-19%
CCn1cc(C(=O)O)c(=O)c2cc(F)c(N3CCN(C(=S)NC(=O)c4c(OC)cccc4OC)CC3)cc21	-18%	0%	15%	-8%	-5%	-4%	i	26	?
Cc1nnc(NC(=O)c2cc3ccccc3o2)s1	-3%	-14%	4%	0%	-14%	10%	i	-1	14%
O=C(/C=C/c1ccccc1)NCCSCc1ccccc1Cl	9%	-11%	18%	-1%	-1%[57.5 µM]	4%	i	5	?
O=C(CSc1nc2ccccc2n1CCc1ccccc1)c1ccc(O)c(O)c1	?	?	?	?	-27%	20%	i	-4	?
N/C(=N\OC(=O)c1ccc2c(c1)OCO2)c1ccc(Br)cc1	-15%[0.397 µM]	-7%	-1%	-14%	-73%[inhibitor]	24%	i	2	15%
Cc1ccc(S(=O)(=O)N2CCOC2CNC(=O)C(=O)NCc2ccccc2)cc1 (stereo not given)	12%	-3%	/	4%	i	4%	i	-16	?

compound	TDP-43 yeast inh	Abeta rescue	FUS yeast rescue	aSyn yeast inh	PTHR1 ag	GLP1R ag	Akt phos inh	DRD3 antagonist	GLP-1R inv ag
Cc1cc(C(=O)CSc2nnnn2C)c(C)n1CCc1ccc(F)cc1	15%	?	20%	1%	-3%	-11%	i	2	-3%
OC(COCC1COc2ccccc2O1)CN1CCCCC1 (stereo not given)	6%	?	9%	-2%	1%	-7%	i	-19	9%
C(=N\N1CCN(Cc2cccc3ccccc23)CC1)/c1cccnc1	-15%	14%	15%	?	-47%[inhibitor]	-6%	i	-11	0%
Cc1nn(C)c(C(=O)NNC(=O)Nc2cccc(C(F)(F)F)c2)c1Cl	-14%[0.397 µM]	-1%	2%	3%	-23%	0%	i	0	?
CSc1cccc(NC(=O)C2CCCN(S(=O)(=O)c3cccs3)C2)c1 (stereo not given)	-10%	2%	-14%	12%	-5%	11%	i	-10	?
COc1ccc2c(c1)C1(Nc3ccccc3C(=O)N1c1ccccc1)C(=O)N2 (stereo not given)	-7%	24%	1%	0%	-8%[57.5 µM]	-1%	i	-7	0%
CCn1c(SCC(=O)O)nnc1-c1ccc2[nH]c(C)c(C)c2c1	-11%	-18%	30%	-9%	15%	1%	i	-18	4%
Cc1ccc(S(=O)(=O)N2CCC(n3nnc4cc(C)ccc43)CC2)cc1	-15%	7%	-13%	-1%	i	0%	i	1	2%
COc1ccc(Cc2nnc(SCC(=O)N(C)CC(=O)Nc3ccc(C)cc3)o2)cc1	14%	8%	17%	0%	-6%	-7%	i	21	-4%
CC(=O)Oc1c(C)c2c3c(c1OC(C)=O)[C@@H](C)CC[C@@H]3[C@@H](C)C[C@H]2C=C(C)C	20%	-5%	22%	7%	i	-4%	i	5	?
Cc1ccc(NC(=O)Cn2c(-c3ccc4c(c3)OCO4)cn(-c3ccccc3)c2=O)cc1	0%	10%	?	/	-12%	/	/	/	?
O=C(CSC(=S)N1CCCC1)NCC(=O)Nc1ccccc1Br	5%	1%	/	-2%	-5%	2%	i	1	-10%
Cc1ccc(C(=O)NCc2ccccc2CN2CCCC2)cc1S(=O)(=O)N1CCOCC1	0%	12%	/	-1%	i	-5%	i	-3	-9%
O=C(C1CC(=O)N(C2CCCC2)C1)N1CCC(Cc2ccccc2)CC1 (stereo not given)	-5%	?	8%	-4%	5%[57.5 µM]	5%	i	-15	-8%
COc1ccccc1/C=C(/C(=O)OCC(=O)N(C)Cc1ccccc1)c1ccccc1	-8%	-12%	8%	-3%	-58%[inhibitor]	1%	i	3	?
CCOc1cc(S(=O)(=O)NCC2CCCO2)ccc1F (stereo not given)	-1%	-11%	-18%	8%	-8%	0%	i	11	11%
O=C(c1cccc(Br)c1)N1CCN(C(=O)N2CCCCC2)CC1	-6%	20%	1%	4%	i	-8%	i	1	0%
CCOC(=O)N(C)c1c(CC)nc2c(OCc3cccc(Cl)c3)cccn12	26%	-1%	2%	-12%	i	2%	i	7	2%
CCOC(=O)C1CCN(C(=O)c2cc(S(=O)(=O)N3CCOCC3)c(Cl)cc2Cl)CC1	-9%	-12%	11%	-3%	-2%[57.5 µM]	7%	i	2	1%
CCCCOCCCNC(=O)C[C@@H]1C[C@@]2(C(=O)OC)CC(C)(C)CC=C2N(Cc2cccc3ccccc23)C1=O	11%	-2%	?	?	-11%	/	i	-6	?
Cc1ccc(C)c(NC(=O)CN(C)C(=O)c2ccccn2)c1	23%	11%	-13%	0%	i	4%	i	11	3%
O=C(Nc1cnc2ccccc2c1)c1ccco1	-7%	-15%	11%	1%	-23%[57.5 µM]	-9%	i	-12	?
COC(=O)c1cc(S(=O)(=O)N2CCN(c3cccc(Cl)c3)CC2)c[nH]1	-2%	-9%	-3%	-3%	-5%	5%	i	-1	-6%
Cc1ccnc(SCC(=O)c2ccc([N+](=O)[O-])cc2)n1	?	9%	4%	0%	i	5%	i	-20	18%
C(=NOCc1ccccc1)c1ccccn1	30%	?	-19%	6%	-51%[inhibitor]	3%	i	20	?

compound	TDP-43 yeast inh	Abeta rescue	FUS yeast rescue	aSyn yeast inh	PTHR1 ag	GLP1R ag	Akt phos inh	DRD3 antagonist	GLP-1R inv ag
C=CCOc1nc2c(c(=O)n(C)c(=O)n2C)n1Cc1c(Cl)cccc1Cl	5%	13%	-5%	10%	-59%[inhibitor][57.5 µM]	1%	i	21	7%
O=C(Nc1ccc2c(c1)OCCO2)c1ccoc1	2%	-7%	1%	2%	i	0%	i	12	23%
COc1ccc(NC(=O)/C(C#N)=C/C=C/c2ccco2)cc1	0%	-9%	/	-8%	i	-2%	i	?	0%
COc1cccc(NC(=O)N2CCCC(C(=O)Nc3ccccc3OC)C2)c1 (stereo not given)	-2%	1%	6%	-8%	-3%[57.5 µM]	-3%	i	?	-5%
O=C(N/N=C\CCc1ccccc1)c1ccco1	2%	?	/	3%	-21%	0%	i	-10	18%

Structural class, the compounds so far containing a thiophene ring, fused or not
compound	TDP-43 yeast inh	Abeta rescue	FUS yeast rescue	aSyn yeast inh	PTHR1 ag	GLP1R ag	Akt phos inh	DRD3 antagonist	GLP-1R inv ag
CN1CCc2c(sc3c2C(=O)NC(c2ccco2)N3)C1 (stereo not given)	26%	12%	23%	1%	-20%[57.5 µM]	-7%	i	17	0%
O=C(Cc1ccc(Cl)cc1)NCC(c1cccs1)S(=O)(=O)c1ccc(F)cc1 (stereo not given)	35µM*	7%	?	/	i	/	/	/	?
CSc1cccc(NC(=O)C2CCCN(S(=O)(=O)c3cccs3)C2)c1 (stereo not given)	-10%	2%	-14%	12%	-5%	11%	i	-10	?

An excerpt. The share of hits here may be higher or lower than overall.
